NPYLR7 ag = agonists of mosquito NPYLR7 receptor, primary screen, cell-based, Aedes aegypti, calcium fluorescence, mosquito biting behavior; Aedes aegypti neuropeptide Y-like receptor 7 (NPYLR7); HEK293T NPYLR7/Galpha15, GCaMP6s calcium fluorescence; activation, % at 10 µM; 0.15% of 270,000 active; in the data active = activation above about 40%;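 note: 0% = vehicle and 100% = reference agonist at the receptor; some compounds past the cut are filed as inactive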
hcGAS lum = Primary biochemical luminescence assay for human cyclic GMP-AMP synthase inhibitors | AID 1259398, 2018 | inhibition, % at 12.5 µM | recombinant h-cGAS, ATP depletion, Kinase-Glo luminescence | 0.081% of 290,000 active;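 note: 0% = vehicle reaction and 100% = reaction without DNA for no activity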
Target sequence (Q8N884 whole entry, looked up): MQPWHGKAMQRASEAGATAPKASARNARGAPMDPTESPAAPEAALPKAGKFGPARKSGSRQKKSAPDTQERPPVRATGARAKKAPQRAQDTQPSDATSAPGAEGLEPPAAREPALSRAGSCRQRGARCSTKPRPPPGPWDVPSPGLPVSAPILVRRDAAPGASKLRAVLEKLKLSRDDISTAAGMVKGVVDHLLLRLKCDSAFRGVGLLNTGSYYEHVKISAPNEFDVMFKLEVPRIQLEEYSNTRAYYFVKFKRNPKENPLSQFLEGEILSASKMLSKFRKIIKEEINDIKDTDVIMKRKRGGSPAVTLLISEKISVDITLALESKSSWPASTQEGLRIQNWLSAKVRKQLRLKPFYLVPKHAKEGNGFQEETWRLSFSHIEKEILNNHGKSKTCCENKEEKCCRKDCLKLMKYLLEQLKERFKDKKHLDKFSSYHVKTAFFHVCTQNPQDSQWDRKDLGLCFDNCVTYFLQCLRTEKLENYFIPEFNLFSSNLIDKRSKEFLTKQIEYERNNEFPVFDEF
mcGAS inh = cyclic GMP-AMP synthase inhibitors, mouse, primary biochemical chemiluminescence; Q8C6L5; recombinant cGAS, Kinase-Glo ATP depletion luminescence; inhibition, % at 12.5 µM; 0.15% of 160,000 active;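 note: 0% = negative control wells and 100% = reference inhibitor with no enzyme activity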
* hit, by the source's call; . = not tested or not shown; & = joins results of further samples. Cut-off read from the data, not from the text of the source, unless noted: active = inhibition above about 40%; inactive = the rest.

1) CC1(C(=O)O)CCCN1C(=O)c1ccccc1OC(F)(F)F (stereo unspecified)
2) CCc1nn2c(=O)cc(CSc3nnc(-c4cccs4)n3C3CC3)nc2s1
3) COc1ccc2nc(SCc3csc(Cc4ccc(Cl)c(Cl)c4)n3)[nH]c2c1
4) Cc1ccc2nc(-c3ccc(C(C)(C)C)cc3)c(NC3CCCCC3)n2c1
5) CCOC(=O)N1CCN(C(c2ccc(Br)cc2)C2Sc3nc(C)nn3C2=O)CC1 (stereo unspecified)
screen / no.,1,2,3,4,5
NPYLR7 ag,3,3,4,-3,-3
hcGAS lum,-5,-2,-8,-3,-9
mcGAS inh,.,.,-8,-7,.

6) CCc1ccc2nc(N(Cc3cccnc3)C(=O)c3ccc([N+](=O)[O-])s3)sc2c1
7) COC(=O)c1cc(S(=O)(=O)NCc2cscn2)c(F)cc1F
8) CCOC(=O)CN(Cc1nc(C)c(C)o1)C1CCCCC1
9) COc1ccc(C2=CCCC2)cc1
10) CCN1CCN(c2c(CN(CCC(C)C)C(=O)c3cccc(Cl)c3)c(C)nn2-c2ccccc2)CC1
screen / no.,6,7,8,9,10
NPYLR7 ag,-5,7,8,-8,0
hcGAS lum,-5,-8,-15,-3,-5
mcGAS inh,-8,.,.,.,-4

11) COc1cc(OC)cc(C(=O)N2CCCN(c3nc4ccccc4nc3-c3ccccc3)CC2)c1
12) CN(CC1CCCCC1)C(=O)c1cc2ccsc2[nH]1
13) O=C1Nc2ccc(Br)cc2C12NN=C(c1ccccc1)S2 (stereo unspecified)
14) Cc1ccc(-n2cccn2)c(CN2CCCC(C(=O)c3sccc3C)C2)c1 (stereo unspecified)
15) CCOC(=O)c1nn(-c2ccc(C(C)C)cc2)c(=O)c2c(N)scc12
screen / no.,11,12,13,14,15
NPYLR7 ag,0,12,8,2,-2
hcGAS lum,-3,-13,-8,-9,-6
mcGAS inh,-4,-7,-3,-9,.

16) CSc1cccc(CN2CCCC(Nc3ccccc3)C2)c1 (stereo unspecified)
17) C#CCN(Cc1cnc(S(C)(=O)=O)n1CC(C)C)C1CCCCC1
18) Cc1cccnc1C1=NOC(C)C(=O)N1C/C=C/c1ccccc1 (stereo unspecified)
19) Nc1ccc(-n2cccc2C(=O)O)cc1
20) CC(Nc1ccccn1)C(=O)NC(C)(C)C (stereo unspecified)
screen / no.,16,17,18,19,20
NPYLR7 ag,6&-4,12,7,4,18
hcGAS lum,-1&-5,-10,-5,-8,-8
mcGAS inh,.,.,.,-6,.

21) O=C(NCc1n[nH]c(=S)n1-c1ccccc1)c1ccccc1C(F)(F)F
22) Cc1ccsc1[C@@H]1CCN(Cc2cccc3nsnc23)C[C@H]1O
23) Cc1ccc(Nc2nc(NCCN(C)C)nc3nccnc23)c(C)c1
24) COc1ccccc1C(=O)Oc1ccccc1-c1nc2ccc(Br)cn2c1NC1CCCCC1
25) Cc1cc(CN(Cc2cc(C)on2)C2CCc3ncnn3C2)no1 (stereo unspecified)
screen / no.,21,22,23,24,25
NPYLR7 ag,0,2,9,0,3
hcGAS lum,2,-4,-7,0,6
mcGAS inh,-3,.,.,-2,.

26) COc1ccccc1CCNC(=O)c1cncn1-c1cccc(-c2cccnc2)c1
27) CC1C(=O)N(c2ccc(F)cc2)CCN1C(=O)c1ccc(Br)cc1 (stereo unspecified)
28) COCc1nc2ccc(C)cc2c2c1C(=O)N(CCCn1cccn1)C2=O
29) Cn1c(=O)c2c(nc(CN3CCOCC3)n2CCCO)n(C)c1=O
30) c1ccc(-c2cnnc(N3CCN(C45CC6CC(CC(C6)C4)C5)CC3)n2)cc1
screen / no.,26,27,28,29,30
NPYLR7 ag,6,-1,-10,1,0&-1
hcGAS lum,-7,-1,0,3,-1&3
mcGAS inh,-7,-1,.,0,-12&1

31) S=c1sc2ccccc2n1CN1CCN(Cc2ccncc2)CC1
32) CCOC(=O)c1ccc(OC2CC3CCC(C2)N3C(=O)c2ccc(CSCc3cccs3)cc2)cc1 (stereo unspecified)
33) CCc1nc2c(OCC3COc4ccccc4O3)cccn2c1N(C)C(=O)c1cccs1 (stereo unspecified)
34) COC(=O)c1ccc(NCc2cc(=O)n3cc(Cl)ccc3n2)c(C)c1
35) COc1ccc(NC(=O)c2ccc(NC(C)C)nc2)cn1
screen / no.,31,32,33,34,35
NPYLR7 ag,8,22,6,-1,6
hcGAS lum,-3,-3,-4,-3,-4
mcGAS inh,-7,-6,-1,-5,-5

36) Cc1ccn2c(=O)nc(SCC(=O)NCCc3ccccc3)nc2c1
37) COCc1c(C(=O)N(C)CC(=O)Nc2cccc(C)c2C)oc2ccccc12
38) CC(C)c1ccc(-n2ccc(NC(=O)c3ccc(F)cc3F)n2)cc1
39) O=C(c1ccco1)N1CC[C@@]2(C1)[C@H](O)CN(c1ccccc1)S2(=O)=O
40) COc1ccc(OC)c2sc(N(CCCN(C)C)C(=O)c3cc(C)no3)nc12
screen / no.,36,37,38,39,40
NPYLR7 ag,2,5,.,7,1
hcGAS lum,-11,-7,-5,-6,-5
mcGAS inh,-8,.,-6,-5,.

41) CCCCNC(=O)NC(C)c1cnc(-c2ccncc2)nc1C (stereo unspecified)
42) CCCn1cc(C(=O)N2CCN(c3ccccc3OC)CC2)c2nn(-c3ccccc3)c(=O)c-2c1
43) COc1ccc(-c2cc(-c3ccc(OC)cc3)c(C#N)c(SCC(=O)c3ccc(-c4ccccc4)cc3)n2)cc1
44) CCn1c(SCC(=O)N2CCC(C)CC2)nc2c([nH]c3ccccc32)c1=O
45) Cc1ccc(S(=O)(=O)N2CCN(Cc3cc(=O)c(OCc4ccc(C(C)(C)C)cc4)co3)CC2)c2ccccc12
screen / no.,41,42,43,44,45
NPYLR7 ag,19,10,-2,-4,28
hcGAS lum,-9,0,1,7,-12
mcGAS inh,-14,-5,.,-8,-6

46) COc1cccc(-c2cnnc(NCCc3ccccc3F)n2)c1
47) NNc1nc(-c2ccccc2)cc(-c2ccccc2O)n1
48) CCN(Cc1nccn1Cc1ccccc1C(F)(F)F)C(=O)c1cccc(F)c1
49) O=C(c1ccc(Cl)cc1Cl)N1CCCC(OCc2ccc(Br)cc2)C1 (stereo unspecified)
50) CCCCn1c(=O)c2c(nc3n(CC)c(C)c(C)n23)n(C)c1=O
screen / no.,46,47,48,49,50
NPYLR7 ag,-1,21,5,-3,-2
hcGAS lum,-9,-1,7,-4,-9
mcGAS inh,-3,-4,-5,.,.

51) COc1ccc(N(C)S(=O)(=O)c2ccc(OC)c(N3CCN(S(=O)(=O)c4ccccc4Cl)CC3)c2)cc1
52) CN(C)C(=O)CSCC(=O)O
53) CCCC(Nc1ncc(C)c(N(C)C)n1)c1nccn1C (stereo unspecified)
54) Cc1cc(C)n(-c2nc3c(c(=O)n2CC(=O)Nc2ccccc2C(F)(F)F)CCC3)n1
55) COc1cn(CC(=O)NCCc2ccccc2)c(CSc2nc(C)cs2)cc1=O
screen / no.,51,52,53,54,55
NPYLR7 ag,17,12,0,.,-7
hcGAS lum,-6,-13,-5,-1,-7
mcGAS inh,-10,.,.,0,-9

A few values from the entries so far.
Entry of entry 53 in hcGAS lum: -5
Entry of entry 51 in hcGAS lum: -6
Entry of entry 55 in hcGAS lum: -7

Going on with the list.
56) COc1ccc(S(=O)(=O)NCCc2csc3nc(-c4ccc(F)cc4)nn23)cc1C
57) CCCCCNC(=O)CC(c1cccc([N+](=O)[O-])c1)c1c[nH]c2ccccc12 (stereo unspecified)
58) COc1cc2c(cc1CN1CCCN(c3ccnc(C)c3)CC1)OCO2
59) O=C(Cc1ccc(-c2ccccc2)cc1)N(C1CC1)C1CCS(=O)(=O)C1 (stereo unspecified)
60) CCOC(=O)c1cc(C(C)(C)C)n(C2CCN(C(=O)Cc3ccsc3)CC2)n1
screen / no.,56,57,58,59,60
NPYLR7 ag,-8,.,3,-7,-2
hcGAS lum,-4,-5,-6,-8,-1
mcGAS inh,-6,-3,.,.,-3

61) Cc1ccc(NC(=O)CN(C)Cc2ccco2)cc1C
62) COCCn1c(SCc2csc(Nc3ccccc3)n2)nc2ccccc2c1=O
63) O=C(CNC(=O)c1ccc(Br)o1)NC1CCCCCC1
64) CCc1ccc(C(=O)CSc2nnc(N3CCOCC3)n2Cc2ccco2)cc1
65) O=C(CCc1ccccc1)N(Cc1cccnc1)c1nc2cc3c(cc2s1)OCCO3
screen / no.,61,62,63,64,65
NPYLR7 ag,8,-1,0,-1,-6
hcGAS lum,-13,6,-5,-6,-4
mcGAS inh,-8,2,.,.,-8

66) Cc1ccc(C(=O)Oc2ccccc2/C=N\NC(N)=S)cc1
67) CCOC(=O)C1(CCCc2ccccc2)CCN(C(=O)c2ccoc2)CC1
68) CC(=O)N1CCN(C(=O)c2cc(S(=O)(=O)N(C)c3ccc(F)cc3)ccc2Cl)CC1
69) COc1c(F)cc(CN(C)Cc2cnn(C)c2C)cc1Cl
70) COc1ccc(Cl)cc1Cn1c(C)c(C(=O)NCc2cccc(Cl)c2)sc1=O
screen / no.,66,67,68,69,70
NPYLR7 ag,12,-8,-4,1,17
hcGAS lum,-6,-3,7,-6,-6
mcGAS inh,.,-4,.,-21,.

71) CC(=O)N1c2ccccc2C(N(C(=O)c2ccccc2F)c2ccccc2)CC1C (stereo unspecified)
72) CCCn1c(N)c(-c2nc(C(C)C)c(C(C)=O)s2)c(=O)n(CCC)c1=O
73) COc1cc(-c2nc3ccccn3c2NC(C)(C)CC(C)(C)C)ccc1OC(=O)c1cccc2ccccc12
74) CCCCC(=O)Nc1ccc(NC(=O)c2ccnc(C(C)C)n2)cc1C
75) O=[N+]([O-])c1ccc(S(=O)(=O)n2nc3ccccc3n2)cc1
screen / no.,71,72,73,74,75
NPYLR7 ag,-5,6,14,-3,-6
hcGAS lum,0,-5,-8,-7,-1
mcGAS inh,-1,.,-6,-16,-2

76) CCC(C)c1nc(N2CCN(C(=O)NC3CCCCC3)CC2)c2c3c(sc2n1)CCCC3 (stereo unspecified)
77) CCNC(=O)c1csc(COc2cccc(C(F)(F)F)c2)n1
78) O=C1N(c2ccccc2)C[C@@H]2C[C@@H](c3cccn3-c3nccs3)N3CCC[C@@]123
79) Cc1ncoc1C(=O)N1CCCN(CC2CC2)C(C(C)C)C1 (stereo unspecified)
80) CCN(C(C)=O)c1nc(CN(C)C(C)c2ccc(Cl)cc2Cl)cs1 (stereo unspecified)
screen / no.,76,77,78,79,80
NPYLR7 ag,-7,0,5,6,-3
hcGAS lum,-3,-5,-8,-8,1
mcGAS inh,-3,-6,.,-16,.

81) Nc1nonc1NC(=O)NN=C1CCCC1
82) COc1cc(-c2nc(C=Nc3ccc(C(C)=O)cc3)c(O)o2)cc(OC)c1OC
83) CCOC(=O)N1CCN(C(c2ccccc2F)C2Sc3nc(C)nn3C2=O)CC1 (stereo unspecified)
84) COC(=O)c1c(C)c(C(=O)C(C)N(Cc2ccco2)C(=O)COCc2ccccc2)c(C)n1C (stereo unspecified)
85) CC(C)CN(Cc1cccc(OS(=O)(=O)c2ccc(F)cc2)c1)C(=O)c1ccc(F)cc1
screen / no.,81,82,83,84,85
NPYLR7 ag,-1,-3,-9,-7,-2
hcGAS lum,2,-1,1,-6,-8
mcGAS inh,-3,1,-1,-5,-5

86) C=CCn1c(CC(=O)Nc2nccs2)nnc1SCC(=O)N1CCN(C)CC1
87) COc1ccc(N(CN2C(=O)c3cc(Cl)c(Cl)cc3C2=O)C(C)=O)cc1
88) CC(=O)NCCc1nc2ccccc2n1Cc1c(C)c(C)cc(C)c1C
89) CN1CC(=O)N2CCN(Cc3ccc(Oc4ccccc4)nc3)CC2C1=O (stereo unspecified)
90) NC(=O)CC1CCN(Cc2coc(-c3ccc(Cl)cc3)n2)CC1
screen / no.,86,87,88,89,90
NPYLR7 ag,3,0,-6,3,1
hcGAS lum,-3,-3,-8,-5,-6
mcGAS inh,-7,-4,.,-17,.

3 entries already listed, sorted by length of the SMILES, highest first.
85) CC(C)CN(Cc1cccc(OS(=O)(=O)c2ccc(F)cc2)c1)C(=O)c1ccc(F)cc1
87) COc1ccc(N(CN2C(=O)c3cc(Cl)c(Cl)cc3C2=O)C(C)=O)cc1
88) CC(=O)NCCc1nc2ccccc2n1Cc1c(C)c(C)cc(C)c1C
screen / no.,85,87,88
NPYLR7 ag,-2,0,-6
hcGAS lum,-8,-3,-8
mcGAS inh,-5,-4,.

Additional records follow:
91) C=CCOc1ccc(C=C2N=C(c3ccccc3I)OC2=O)cc1OC
92) CCn1cncc1CNC(=O)CCc1nc(-c2ccccc2C)no1
93) Cc1ccc(CSc2nc3nc(C)cc(C)c3c(=O)[nH]2)cc1
94) O=S(=O)(Nc1cc2c(cc1Cl)OCCO2)c1cc(F)ccc1F
95) CCOC(=O)c1c(NC(=O)CCC(=O)OC)sc2c1CCC2
screen / no.,91,92,93,94,95
NPYLR7 ag,-14,1,2,9,7
hcGAS lum,-5,-5,-3,-7,-1
mcGAS inh,.,-14,.,-6,-4

96) CSc1nnc(C)c(=O)n1COC(=O)c1ccc(F)cc1
97) O=C(NCC1CCCO1)C(C1CCCC1)N1CCN(C(=O)c2ccco2)CC1 (stereo unspecified)
98) CCN(Cc1noc(C)n1)C(=O)c1ccc(Cn2nc(C)cc2C)cc1
99) COC(=O)C(c1ccc(F)cc1Cl)C1C=CC(NC(=O)c2scc(S(=O)(=O)C(C)C)c2Cl)C1 (stereo unspecified)
screen / no.,96,97,98,99
NPYLR7 ag,3,-7,10,21
hcGAS lum,-8,-3,-4,-8
mcGAS inh,-9,-4,.,-7

Screens: PubChem, Fisher Drug Discovery Resource Center

The order is random, and some 0.27% of all compounds hit somewhere here.
